Screens deposited in PubChem by Broad Institute.
RAD54 branch: inhibitors of human RAD54 branch migration, primary screen, biochemical, fluorescence, single point | DNA repair and recombination protein RAD54-like (Homo sapiens), Q92698 | RAD54 Holliday junction branch migration, FAM/BHQ fluorescence | inhibition, % at 10.4 µM | 0.14% of 360,000 active | AID 602329, 2012;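 active = mean normalized replicate activity at least 40 and at least half of replicates scoring 40 or more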;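 note: 0% = median of neutral control wells and 100% = median of positive control wells; inhibitors cause a drop in the FAM fluorescence signal; in these data hits start at about 50%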
Target sequence (Q92698 whole entry, looked up): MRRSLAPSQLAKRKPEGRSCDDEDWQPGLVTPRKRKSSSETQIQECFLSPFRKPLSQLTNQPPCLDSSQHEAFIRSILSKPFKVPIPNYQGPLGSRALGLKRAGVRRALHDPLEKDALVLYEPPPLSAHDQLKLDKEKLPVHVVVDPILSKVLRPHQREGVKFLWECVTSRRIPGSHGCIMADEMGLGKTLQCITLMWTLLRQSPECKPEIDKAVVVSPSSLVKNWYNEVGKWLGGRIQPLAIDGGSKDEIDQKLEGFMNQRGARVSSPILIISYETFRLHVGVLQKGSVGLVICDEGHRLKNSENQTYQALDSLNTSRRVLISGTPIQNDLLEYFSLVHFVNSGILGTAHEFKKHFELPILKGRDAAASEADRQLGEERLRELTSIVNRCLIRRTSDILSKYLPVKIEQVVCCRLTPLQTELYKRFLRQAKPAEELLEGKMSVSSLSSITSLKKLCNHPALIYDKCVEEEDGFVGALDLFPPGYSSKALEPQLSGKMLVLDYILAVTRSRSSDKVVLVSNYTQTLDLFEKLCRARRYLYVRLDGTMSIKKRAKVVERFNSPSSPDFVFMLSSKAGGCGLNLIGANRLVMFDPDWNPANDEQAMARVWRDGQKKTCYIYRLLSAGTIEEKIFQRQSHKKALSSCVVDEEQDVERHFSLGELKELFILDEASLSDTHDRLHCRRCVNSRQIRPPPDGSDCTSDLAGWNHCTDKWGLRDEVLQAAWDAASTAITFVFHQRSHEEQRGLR
Numbers without * were called inactive.

SMILES	RAD54 branch
O=C(Cn1cnc2c(oc3ccccc32)c1=O)c1ccccc1	-13.6
Cc1noc(C)c1CSc1nc2ccccc2c(=O)n1-c1ccc(F)cc1F	-14.8
COc1ccc(CN(CC(=O)NCc2ccco2)C(=O)CCC(=O)Nc2nccs2)cc1	7.0
O=C(NCc1ccc2c(c1)OCO2)c1ccccn1	5.1
CCOc1ccc(Nc2nc(Cc3nnc(SCC(=O)c4ccc(C)cc4)o3)cs2)cc1	-0.4
Cc1ccc(S(=O)(=O)CCC(=O)OCC(=O)N2CC(=O)Nc3ccccc32)cc1	-13.4
c1ccc(C[C@H]2CN=C(Nc3ccccc3)N2CCCC2CCCC2)cc1	11.5
Cc1nn(Cc2ccccc2)c(=O)n1N(C)c1ncc(C(F)(F)F)cc1Cl	-3.6
CN(c1ccc(C(=O)O)cc1)S(=O)(=O)c1ccc(Cl)cc1	-10.2
CCOc1cc(-c2cc(-c3ccc(C)cc3)nc(N)c2C#N)ccc1O	2.5
O=c1c(-c2ccco2)[n+]([O-])c2ccccc2n1OCc1ccccc1	-0.8
Cc1cccc(Oc2c(C=O)c3ccccc3n2C)c1	2.8
CCCCNC(=O)C1CCCN(S(=O)(=O)c2ccc(-n3cnnn3)cc2)C1 (configuration not stated)	-8.0
Cc1cc(=O)oc2c1c(C)nn2-c1nn[nH]n1	-4.7
CCOc1ccc(CSC(=N)N)cc1[N+](=O)[O-]	-8.6
Cc1sc(NC(=O)CCl)c(C(=O)c2ccccc2)c1C	0.1
CC(C)N1CCc2c(sc(NC(=O)c3cc(-c4cccs4)nc4ccccc34)c2C(N)=O)C1	78.0*
N#CCCn1cc(C(CC(=O)c2ccc(Br)cc2)C(=O)O)c2ccccc21 (configuration not stated)	-6.5
CCN(CC)C(=O)CN(C#N)c1nc(NC(C)C)nc(NC(C)C)n1	-38.6
COc1cc(C)c(CNc2cc(C)cc(C)c2)cc1C	-0.5
CC(SCC(=O)Nc1ccc(S(=O)(=O)N2CCCCC2)cc1)C(=O)O (configuration not stated)	8.6
Cc1[nH]c2ccccc2c1CCNC(=O)c1ccc2c(c1[N+](=O)[O-])C(=O)c1ccccc1C2=O	-3.9
CSCCC(CO)NC(=O)OCc1ccccc1 (configuration not stated)	6.3
COc1nc(NC23CC4CC(CC(C4)C2)C3)nc(OC)n1	1.8
COc1ccc(N2CCN(C(=O)C(OC(C)=O)c3ccccc3)CC2)cc1 (configuration not stated)	11.7
c1ccc2c(c1)oc1c(N3CCOCC3)ncnc12	-8.3
S=c1[nH]nc(COc2ccc3c(c2)OCO3)n1-c1ccccc1	2.8
COc1ccc(NC(=O)C(C)Oc2ccc(/C(C)=N\O)cc2)cc1 (configuration not stated)	4.1
N#Cc1cn(Cc2ccccc2)c2ccccc12	-3.8
Cc1ccc2c(CC(=O)NCC3COc4ccccc4O3)coc2c1 (configuration not stated)	6.4

Four entries from above, ordered by molar mass, lowest first:
SMILES	RAD54 branch
CSCCC(CO)NC(=O)OCc1ccccc1 (configuration not stated)	6.3
CCN(CC)C(=O)CN(C#N)c1nc(NC(C)C)nc(NC(C)C)n1	-38.6
COc1ccc(N2CCN(C(=O)C(OC(C)=O)c3ccccc3)CC2)cc1 (configuration not stated)	11.7
Cc1nn(Cc2ccccc2)c(=O)n1N(C)c1ncc(C(F)(F)F)cc1Cl	-3.6

Following part
SMILES	RAD54 branch
COc1ccccc1OCCCCN1CCN(c2ccccc2OC)CC1	-2.1
COc1cc(C(=O)Nc2ccc3c(c2)OCCO3)ccc1-n1cnnn1	2.3
O=C(C1CCN(S(=O)(=O)c2cccc3cccnc23)CC1)N1CCN(c2ccccn2)CC1	-10.0
Nn1c(SCC(=O)Nc2cccnc2Cl)nnc1-c1ccccc1	-10.6
N#Cc1ccc(/C=N/N=C(N)N)cc1	-6.3
CNC(=O)Cc1csc2ccc(Cl)cc12	-7.2
CCCCc1c(O)nc(SCC(=O)NCC2CCCO2)[nH]c1=O (configuration not stated)	-1.4
CC(=O)c1c(C)[nH]c(C(=O)COC(=O)CNS(=O)(=O)c2ccccc2)c1C	-1.3
COc1cccc(NC(=O)N2CCN(c3ccc(C(F)(F)F)cn3)CC2)c1	2.5
CCOc1ccc(C)cc1S(=O)(=O)NC1CCCCC1	-2.7
CN(CCCC(=O)Nc1ccncc1)S(=O)(=O)c1ccc(Cl)cc1	-3.6
C=CCn1c(SCC(=O)NCCCC)nc2scc(-c3ccco3)c2c1=O	-13.8
COc1ccc(-c2sc3cc4c(cc3c2-c2ccc(OCCN3CCCCC3)cc2)OCO4)cc1	6.5
CCOCCCNC(=O)CSc1ccccc1	5.3
Cc1ccc(-c2nn(-c3ccccc3)cc2/C=C(\C#N)c2cccc(C#N)c2)o1	11.0
Cc1ccc(C(=O)Nc2ccccc2C(=O)NCc2ccccc2)cc1	4.0
CCc1cc2cc(C(=O)Nc3ccc(F)cc3)sc2s1	-3.8
CC(C)CC(=O)Nc1cccc(-c2cn3ccsc3n2)c1	0.9
COc1cc2c(cc1NC(=O)C1CCCO1)oc1ccccc12 (configuration not stated)	-0.2
COc1ccc(C(CNC(=O)CCOc2ccccc2)N(C)C)cc1 (configuration not stated)	-1.3
COc1ccc(C2CC(c3ccc(Br)cc3)Nc3nc(N)nn32)cc1 (configuration not stated)	-1.3
COC(=O)c1ccc(CSc2nnnn2Cc2ccccc2)cc1	-8.3
Cc1ccc(NC(=O)c2cc(S(=O)(=O)c3ccccc3)ccc2Cl)cc1	-0.6
CCN(CC)CCP(=O)(c1ccccc1)c1ccccc1	-4.9
S=C1NCCOCCOCCOCCNC(=S)NCCOCCOCCOCCN1	-5.3
N#Cc1nc(Cc2cccc3ccccc23)oc1N1CCC(C(N)=O)CC1	-0.5
COc1ccc(OC)c(S(=O)(=O)N2CCCc3ccccc32)c1	6.1
COc1ccc(OCC(O)Cn2ccnc2C)cc1 (configuration not stated)	1.4
CC(Sc1nnc(-c2ccc(Cl)cc2)n1C)C(N)=O (configuration not stated)	-0.4
COc1ccc(C2NC(c3ccc(OC)c(OC)c3OC)C(C)C(=O)C2C)c(OC)c1OC (configuration not stated)	-16.5
CCOc1ccccc1N1CCN(S(=O)(=O)c2ccc3c4c(cccc24)C(=O)N3)CC1	-23.8
COc1ccc(C(=O)Nc2nnc(-c3ccccc3)o2)cc1OC	2.4
C=CCn1c2ccccc2c2nnc(SCC(=O)OCN3C(=O)c4ccccc4C3=O)nc21	-1.6
CC(=O)N1Cc2ccccc2CC1C(=O)O (configuration not stated)	9.5
O=C(O)c1ccc(OCc2occc2C(=O)O)cc1	-14.1
Cc1ccccc1Nc1nn2c(=O)c3ccccc3nc2s1	-17.5
Cc1ccc(-c2nc3cc(N)ccc3o2)c(C)c1	-4.1
O=C(COc1ccc(Cl)cc1)N1CCN(c2ncccn2)CC1	-7.6
CC1=CC(C)C2C(=O)N(CCC[N+](C)(C)C)C(=O)C2C1 (configuration not stated)	1.6
CCOC(=O)c1c(NC(=O)C(F)(OC)C(F)(F)F)sc2c1CCN(C)C2 (configuration not stated)	-6.5
N#Cc1cnn2cc(-c3ncc(C(F)(F)F)cc3Cl)cnc12	10.0
COc1ccc(OC)c(N(CC(=O)N2CCCCC2)S(=O)(=O)c2ccc(OC)c(OC)c2)c1	3.8
O=C(c1ccc(=O)[nH]c1)N(Cc1ccco1)C1(C(=O)NC2CCCCC2)CCCCC1	-0.7
NC(=O)C1CCN(C(=O)CSc2nc3c(c(-c4ccccc4)n2)CCCC3)CC1	-2.9
COc1ccc(C)cc1NC(=O)CSc1nnc(-c2ccco2)n1Cc1ccco1	-2.4
CN(Cc1cccs1)S(=O)(=O)c1cccs1	-5.1
Cc1ccc(CN2C(=O)CCC2(C)C(=O)NCc2cccnc2)cc1 (configuration not stated)	-2.8
Cc1cc(C)n(C(=O)CCCCCCCC(=O)n2nc(C)cc2C)n1	5.8
COC(=O)c1sccc1NC(=O)c1csc(C)c1	1.9
O=c1cc(NC2CCCCCC2)[nH]c(=O)[nH]1	-8.9
CCCCOc1ccc(C(=O)NCC(=O)NCC(=O)OCC)cc1	4.2
Cc1ccc(NC(=O)CSCC#N)cc1	5.0
COC(=O)C1=C(C)NC2=C(C(=O)CC(C)(C)C2)C1c1cn(Cc2ccc(Br)cc2)nc1-c1ccccc1 (configuration not stated)	8.2
C=CCn1c(SCC(=O)Nc2nccs2)nnc1-c1ccco1	-1.0
Cc1cc(C(N)=O)c2ccccc2n1	3.3
CCOC(=O)c1ccc(NC(=O)Cn2nnc(-c3ccccc3C)n2)cc1	7.5
COc1ccc(CNC(=O)COC(=O)c2n[nH]c3ccccc23)cc1	1.7
Nc1c(C(=O)c2ccccc2)sc(Nc2ccccc2)c1S(=O)(=O)c1ccccc1	-8.6
CCN(CC)C(=O)CSc1nnc(-c2ccco2)n1N	0.6
CCc1ccc(OCC(=O)NCCN(C)C)c(Br)c1	13.3
(list continues)
SMILES	RAD54 branch
O=C(Cc1cn2ccsc2n1)NCCc1ccc(F)cc1	8.9
COc1cccc(-c2cc(C(F)(F)F)nc(NCc3ccco3)n2)c1	-8.2
Cc1c(C(=O)N2CCOCC2)[nH]c2c1C(=O)CC(c1ccc(Cl)cc1)C2 (configuration not stated)	-3.0
Cn1ncc(N=Cc2c(O)ccc3ccccc23)c1C(=O)N1CCOCC1	-4.9
Cc1ccc(C(=O)Nc2nc3c(s2)CCCC3)o1	-2.9
COc1ccccc1NC=C1C(=O)OC2(CCCCC2)OC1=O	-8.0
CC(C)CCCC(C)NS(=O)(=O)Cc1ccccc1 (configuration not stated)	3.8
CCOc1ccc(C(C)=O)cc1COC(=O)C1=COCCO1	-11.7
COCCNC(=O)C(=O)N/N=C/c1ccccc1C(F)(F)F	-8.2
CCOC(=O)c1ccc(NC(=O)CSc2nnc(-c3cccs3)n2C)cc1	0.5
COc1ccccc1OCC(=O)c1[nH]c(C)c(C(C)=O)c1C	-2.4
Cc1noc(C)c1COC(=O)CN(C)S(=O)(=O)c1ccc(Cl)cc1	11.8
COc1ccc(N2CCN(c3nc4c(c(=O)n(C)c(=O)n4C)n3CCCc3ccccc3)CC2)cc1	0.3
CC(=O)c1ccc(Sc2ccccc2)cc1	-10.7
COc1cc(OC)c(OC)cc1CN(C)CCc1ccccn1	-0.5
O=C(CSc1nnnn1C1CCCCC1)Nc1cccc(NC(=O)c2ccco2)c1	1.3
Cc1ccc(OC(=O)COc2ccccc2)c(-n2nc3ccccc3n2)c1	-3.0
CCC(C(=O)OC)n1cnc2c(cnn2-c2ccc(Cl)cc2)c1=O (configuration not stated)	2.3
CN1CCN(c2ccc([N+](=O)[O-])cc2/C=N/NC(=O)c2ccc(F)cc2)CC1	7.5
CCCc1nc(SCC(=O)N2CCCc3ccccc32)c2c(=O)n(C)c(=O)n(C)c2n1	5.6
Cn1c(SCc2c(Cl)cccc2Cl)nnc1-c1cccs1	-1.3
CC(C)(C)NC(=O)Cn1nnc(-c2cccs2)n1	8.6
CCCC(=O)c1ccc2c(c1)OCCO2	-1.1
O=[N+]([O-])c1nn(-c2ccccc2)n(O)c1=NCc1ccc2c(c1)OCO2	2.6
O=C(/C=C/c1ccc2c(c1)OCO2)N1CCOCC1	-4.9
CC(C)COP(=O)(OCC(C)C)C(O)c1ccccc1F (configuration not stated)	-11.7
Cc1oc(C(C)(C)C)cc1C(=O)N1CCCC1C(=O)O (configuration not stated)	0.2
CNC(=O)CSc1nnc(-c2cccc(S(=O)(=O)N3CCOCC3)c2)n1-c1ccc(F)cc1	-2.4
O=C(Nc1nc(=O)c2ccccc2s1)c1ccccc1	-8.8
Cc1ccc(NS(=O)(=O)c2cc(C(=O)NCCSc3ccc(C)cc3)ccc2C)cc1	1.3
Cc1ccc(SCC(=O)Nc2ccc(N3CCN(c4ccccc4)CC3)c(F)c2)cc1	13.5
CCOC(=O)N1CCN(CC(O)COCc2ccc(Cl)cc2)CC1 (configuration not stated)	-5.7
Cc1occc1-c1nnc(SCC(=O)NC(C)(C)C)n1C(C)c1ccccc1 (configuration not stated)	8.2
CN(C)c1ccc(C(=S)N2CCCCCC2)cc1	-5.1
Cc1cccc(C)c1Nc1nnc(SCC(=O)NCc2ccco2)s1	0.0
O=C(COc1ccc(Cl)cc1)NCc1nnc(SCC(=O)Nc2ccc3c(c2)OCCO3)o1	-1.7
Cc1cccc2cc(CN(CCN3CCOCC3)C(=O)NCc3ccccc3)c(=O)[nH]c12	2.3
O=C(O)c1ccc2c(c1)C(=O)N(CCC1=CCCCC1)C2=O	13.3
COc1ccc(NC(=O)c2ccccc2F)cc1Cl	4.8
C[C@H](C(=O)O)c1n[nH]c(=O)c2ccccc12	3.4
c1ccc2c(Cn3ccnc3)c[nH]c2c1	4.5
O=C(COc1ccccc1)N1CCN(c2ncnc3c2cnn3-c2ccccc2)CC1	-1.7
O=C(OCn1ncc(Cl)c(Cl)c1=O)c1cccc(C(F)(F)F)c1	-8.1
CC(C)Cc1ccc(S(=O)(=O)N2CCOCC2)cc1	3.7
COc1ccc(NC(=O)CN(C2CCCCC2)S(C)(=O)=O)cc1Cl	-2.2

Compounds from the list above containing fluorine:
SMILES	RAD54 branch
Cc1noc(C)c1CSc1nc2ccccc2c(=O)n1-c1ccc(F)cc1F	-14.8
Cc1nn(Cc2ccccc2)c(=O)n1N(C)c1ncc(C(F)(F)F)cc1Cl	-3.6
COc1cccc(NC(=O)N2CCN(c3ccc(C(F)(F)F)cn3)CC2)c1	2.5
CCc1cc2cc(C(=O)Nc3ccc(F)cc3)sc2s1	-3.8
CCOC(=O)c1c(NC(=O)C(F)(OC)C(F)(F)F)sc2c1CCN(C)C2 (configuration not stated)	-6.5
N#Cc1cnn2cc(-c3ncc(C(F)(F)F)cc3Cl)cnc12	10.0
O=C(Cc1cn2ccsc2n1)NCCc1ccc(F)cc1	8.9
COc1cccc(-c2cc(C(F)(F)F)nc(NCc3ccco3)n2)c1	-8.2
COCCNC(=O)C(=O)N/N=C/c1ccccc1C(F)(F)F	-8.2
CN1CCN(c2ccc([N+](=O)[O-])cc2/C=N/NC(=O)c2ccc(F)cc2)CC1	7.5
CC(C)COP(=O)(OCC(C)C)C(O)c1ccccc1F (configuration not stated)	-11.7
CNC(=O)CSc1nnc(-c2cccc(S(=O)(=O)N3CCOCC3)c2)n1-c1ccc(F)cc1	-2.4
Cc1ccc(SCC(=O)Nc2ccc(N3CCN(c4ccccc4)CC3)c(F)c2)cc1	13.5
COc1ccc(NC(=O)c2ccccc2F)cc1Cl	4.8
O=C(OCn1ncc(Cl)c(Cl)c1=O)c1cccc(C(F)(F)F)c1	-8.1

A portion of the library, so the mix of outcomes need not match the whole.
